# Rin1-Abl PPI inh = inhibitors of Rin1-Abl protein binding, primary screen, biochemical, TR-FRET. Tyrosine-protein kinase ABL1 (Homo sapiens) + Ras and Rab interactor 1 (Homo sapiens), …. inhibition, % at 7.35 µM. 360,000 tested, 0.4% active. AID 588664, 2011; in the data active = inhibition above about 5%, passing the limit was not always enough
# Target sequence (P00519 whole entry, looked up): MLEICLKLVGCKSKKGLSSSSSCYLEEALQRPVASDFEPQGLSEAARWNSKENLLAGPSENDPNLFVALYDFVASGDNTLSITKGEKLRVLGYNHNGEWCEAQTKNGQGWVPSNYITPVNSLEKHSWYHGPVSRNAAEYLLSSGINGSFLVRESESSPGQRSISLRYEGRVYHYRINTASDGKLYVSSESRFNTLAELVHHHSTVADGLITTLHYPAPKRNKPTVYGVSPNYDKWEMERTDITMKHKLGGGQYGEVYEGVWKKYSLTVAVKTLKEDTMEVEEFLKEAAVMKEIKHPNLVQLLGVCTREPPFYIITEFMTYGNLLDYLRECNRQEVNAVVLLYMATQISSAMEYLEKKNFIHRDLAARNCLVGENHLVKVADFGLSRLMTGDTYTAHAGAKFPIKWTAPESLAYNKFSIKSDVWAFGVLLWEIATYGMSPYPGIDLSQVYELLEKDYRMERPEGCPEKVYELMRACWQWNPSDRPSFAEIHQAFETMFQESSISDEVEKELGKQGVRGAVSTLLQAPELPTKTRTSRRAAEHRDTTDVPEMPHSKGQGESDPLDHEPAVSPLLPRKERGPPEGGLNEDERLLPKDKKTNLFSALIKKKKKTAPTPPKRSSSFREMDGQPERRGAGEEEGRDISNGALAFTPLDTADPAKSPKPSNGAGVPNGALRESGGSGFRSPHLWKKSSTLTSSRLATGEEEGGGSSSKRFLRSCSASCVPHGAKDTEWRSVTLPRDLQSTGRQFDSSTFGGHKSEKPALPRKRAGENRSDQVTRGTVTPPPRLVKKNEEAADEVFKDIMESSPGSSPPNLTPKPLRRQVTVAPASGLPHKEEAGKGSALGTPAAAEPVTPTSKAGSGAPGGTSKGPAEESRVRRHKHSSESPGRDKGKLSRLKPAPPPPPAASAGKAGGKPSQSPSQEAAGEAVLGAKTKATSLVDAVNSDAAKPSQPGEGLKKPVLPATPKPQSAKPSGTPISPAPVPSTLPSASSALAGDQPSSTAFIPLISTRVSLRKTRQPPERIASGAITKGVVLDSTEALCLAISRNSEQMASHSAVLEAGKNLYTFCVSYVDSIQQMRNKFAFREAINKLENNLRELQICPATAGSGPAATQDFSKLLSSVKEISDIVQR
# Target sequence (Q13671 whole entry, looked up): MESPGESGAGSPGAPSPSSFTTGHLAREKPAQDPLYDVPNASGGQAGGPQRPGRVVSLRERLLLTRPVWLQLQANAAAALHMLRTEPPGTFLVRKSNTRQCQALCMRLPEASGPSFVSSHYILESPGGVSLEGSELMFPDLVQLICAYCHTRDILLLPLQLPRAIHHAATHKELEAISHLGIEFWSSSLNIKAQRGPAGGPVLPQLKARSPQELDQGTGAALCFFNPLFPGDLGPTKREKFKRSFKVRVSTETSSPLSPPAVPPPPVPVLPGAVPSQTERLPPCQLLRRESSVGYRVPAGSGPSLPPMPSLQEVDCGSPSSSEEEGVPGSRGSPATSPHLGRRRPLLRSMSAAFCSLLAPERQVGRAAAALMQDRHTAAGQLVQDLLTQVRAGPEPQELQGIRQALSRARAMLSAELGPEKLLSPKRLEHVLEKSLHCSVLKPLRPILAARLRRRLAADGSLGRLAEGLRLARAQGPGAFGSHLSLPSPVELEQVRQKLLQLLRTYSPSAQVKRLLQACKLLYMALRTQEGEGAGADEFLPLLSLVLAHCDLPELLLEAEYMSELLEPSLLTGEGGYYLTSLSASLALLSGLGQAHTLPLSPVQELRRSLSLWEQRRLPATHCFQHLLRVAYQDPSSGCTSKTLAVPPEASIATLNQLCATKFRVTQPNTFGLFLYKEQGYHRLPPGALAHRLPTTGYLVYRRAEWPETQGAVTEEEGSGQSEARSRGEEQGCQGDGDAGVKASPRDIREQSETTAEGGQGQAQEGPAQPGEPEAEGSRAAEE
# MsrA act = bovine MsrA enzyme activators, primary screen, biochemical, absorbance, HTS. Methionine sulfoxide reductase A (Bos taurus). purified bovine MsrA, absorbance read-out. activation, % at 10.6 µM. 360,000 tested, 0.3% active. AID 602163, 2012; in the data active = activation above about 7.5%;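 also: 0% = vehicle and 100% = reference activator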
# MsrA inhibitor = bovine MsrA enzyme inhibitors, primary screen, biochemical, absorbance, HTS | purified bovine MsrA, absorbance read-out | inhibition, % at 15.5 µM | 360,000 tested, 0.75% active | AID 651718, 2012; in the data active = inhibition above about 4.5%;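 also: 0% = vehicle wells with enzyme and 100% = reference inhibitor wells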
# E coli Lon inh = inhibitors of E. coli Lon protease, primary screen, biochemical, fluorescence polarization. P0A9M0. purified E. coli Lon protease. inhibition, % at 7.94 µM. 360,000 tested, 0.42% active; in the data active = inhibition above about 13%, passing the limit was not always enough;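 also: 0% = enzyme with probe and DMSO and 100% = no enzyme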
# MLLE-PAM2 inh = inhibitors of PABP1 MLLE–PAM2 peptide binding, primary screen, biochemical, fluorescence polarization, FITC-PAM2, GST-MLLE | inhibition, % at 20 µM | 360,000 tested, 0.36% active; in the data active = inhibition above about 35%, passing the limit was not always enough;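 also: plate controls were DMSO wells with GST-MLLE for no effect and wells lacking GST-MLLE protein for full effect; some results filed as inactive read as strong as hits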
# Neddylation inh = inhibitors of cullin neddylation, primary screen, biochemical, TR-FRET, uHTS, NAE and Ubc12. NEDD8-conjugating enzyme Ubc12 (Homo sapiens) + NEDD8-activating enzyme E1 regulatory …. calls only at 25 µM. 360,000 tested, 0.58% active; in the data active = inhibition above about 36%
# CSN inh = inhibitors of CSN-mediated cullin deneddylation, primary screen, biochemical, fluorescence polarization, uHTS; COP9 signalosome complex subunit 5 (Homo sapiens), Q92905; Purified CSN, SCF-Nedd8-OG deneddylation; inhibition, % at 12.5 µM; 360,000 tested, 0.38% active;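 active = pattern-corrected inhibition above about 35%, with an unprinted fluorescence ratio check between 0.5 and 1.5, limit read from the data, passing the limit was not always enough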;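 also: 0% = enzyme with substrate and 100% = substrate without enzyme; some results filed as inactive read as strong as hits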
#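 Assay system: purified human Csn5 enzyme expressed in HEK293T cells; Input: 0.24 nM Csn5 enzyme, final concentration; Reagent: 10 nM SCFSkp2-Nedd8OG; Compound dosing: 12.5 µM single point; Times: reaction 90 min, room temperature; Technique: fluorescence polarization readout.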
# FAS-TE inh = FAS thioesterase domain inhibitors, primary screen, biochemical, fluorescence intensity, uHTS; Fatty acid synthase (Homo sapiens), P49327; recombinant FAS-TE, OMFH fluorogenic substrate, fluorescence endpoint; inhibition, % at 15 µM; 360,000 tested, 0.67% active;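 active = compounds whose normalised, plate-corrected inhibition of enzyme fluorescence in the single-dose primary screen is 50% or more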;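 also: 0% = DMSO with enzyme and 100% = substrate without enzyme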
# TbMetRS inhib = T. brucei MetRS inhibitors, primary screen, biochemical, luminescence; 360,000 tested, 0.4% active; inhibition, % at 11.9 µM; purified T. brucei MetRS, ATP depletion, Kinase-Glo luminescence;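 active = inhibition above a per-plate cutoff of the control wells' mean inhibition plus 3 SD, cut at about 5.5% in these data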;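 also: 0% = DMSO wells median and 100% = median of wells with control inhibitor compound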
#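 Test system: purified T. brucei MetRS enzyme. Also added: ATP, methionine and E. coli bulk tRNA substrates. Compound: 11.9 µM single point. Schedule: 15 min enzyme-compound preincubation, 2 h reaction, 10 min detection, 25 °C. Signal: luciferase luminescence of residual ATP, Kinase-Glo. Evaluation: percent inhibition versus plate control medians. Controls: DMSO wells, low control.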
# An asterisk follows results filed as active; i = inactive; · = no result given; & = joins results of further samples.
SMILES,Rin1-Abl PPI inh,MsrA act,MsrA inhibitor,E coli Lon inh,MLLE-PAM2 inh,Neddylation inh,CSN inh,FAS-TE inh,TbMetRS inhib
N#Cc1cc(C(=O)c2cc(Cl)ccc2O)cn(CC2CCCO2)c1=O (stereo not drawn),-5,4,2.1,4,2,i,3,1,-1.2
Cc1ccccc1C(=O)N1CCC(C(=O)Nc2ccc(S(=O)(=O)N3CCCC3)cc2)CC1,2,-4,0.7,0,-39,i,-2,-2,0.5
Cc1ccccc1OCC(=O)NNC(=O)c1ccc(-c2ccccc2)cc1,1,-11,1.5,5,4,i,1,-7,-1.1
COc1ccc(-c2nc(NC(=O)Cn3c(=O)oc4ccccc43)sc2C)cc1,-2,-8,0.7,5,3,i,4,20,-0.7
CC(C)(C)c1ccc(OCC(=O)Nc2ccc(C(=O)Nc3ccccc3C(=O)O)cc2)cc1,1,-3,-0.6,-2,-4,i,4,29,-0.3
Cc1cn([C@H]2C[C@H](O)[C@@H](/C=C/C(=O)NCCC(C)C)O2)c(=O)[nH]c1=O,0,-4,-0.7,-17,11,i,0,-7,-0.1
COc1cc(C(=O)NC(=S)Nc2ccc([N+](=O)[O-])cc2)cc(OC)c1OC,-2,-5,0.0,-12,33,i,-5,-9,-0.4
O=C(Nc1cccc(Cl)c1)Nc1nnc(CSCCOc2ccc(Cl)cc2)s1,3,-5,-1.5,4,3,i,-12,0,0.6
CCN1C(=O)C(CC(=O)Nc2ccc(F)cc2)N(Cc2ccco2)C1=S (stereo not drawn),-2,-5,1.1,5,-11,i,-4,14,-0.9
Brc1cc2c(cc1C1OCCO1)OCO2,1,-9,2.5,-13,2,i,0,-3,-0.2
COc1cc(OC)cc(C(=O)OCC(=O)NC(C)CCc2ccccc2)c1 (stereo not drawn),-1,0,-1.0,3,-4,i,1,8,-0.4
COc1ccc(-c2oc3c(c2C#CC(C)(C)O)C(OC)CCC3)cc1 (stereo not drawn),·,-3,-0.1,7,·,·,1,-3,-0.1
N=C(N)c1ccc(/C=C/c2ccc(C(=N)N)cc2O)cc1,-21,-2,1.2,11,16,i,46*,-10,-0.2
O=c1[nH]n2c(C(F)(F)F)cc(C3CC3)nc2c1N=Nc1ccccc1,2,-3,1.6,1,5,i,-13,0,-0.5
Nc1ccc(N2CCN(c3ccc(F)cc3)CC2)cc1,-1,-3,0.7,-2,3,i,-9,-4,0.1
O=C(c1ccc(NS(=O)(=O)c2cccc([N+](=O)[O-])c2)cc1)N1CCN(C(=O)c2ccco2)CC1,2,-3,0.9,1,7,i,-2,-6,0.0
O=C(Nc1cccc2ccccc12)c1ccc2sc([C@H]3C[C@H](O)[C@@H](CO)O3)nc2c1,1,-2,0.5,-4,-10,i,1,-10,0.1
COc1ccc(C)cc1NC(=O)C(Sc1nnc(Nc2cc(C)ccc2OC)s1)c1ccccc1 (stereo not drawn),-2,-2,5.2*,-1,-109,i,3,12,-0.2
CN(Cc1ccccc1)Cc1c[nH]c2ccccc12,-2,-12,-0.4,-2,2,i,4,-13,-2.7
COc1ccc(NC(=O)COc2ccc(C(=O)NC3CCCc4ccccc43)cc2OC)cc1 (stereo not drawn),-3,-2,-1.4,-4,-7,i,0,-10,-0.3
COc1ncccc1-c1nnn(-c2ccc(F)cc2)n1,2,-2,1.0,6,-7,i,-3,-6,-0.2
Cc1c(S(=O)(=O)NC2CCCCC2)c(=O)n(C)c(=O)n1C,0,-3,0.2,-12,-14,i,3,-6,-0.4
N#Cc1ccccc1COC(=O)c1cc(=O)c2ccccc2o1,-1,-3,-0.8,-18,-2,i,1,-1,-0.3
COc1ccc(N(C(=O)Cn2nnc(-c3ccc(Cl)cc3)n2)C(C(=O)NCC2CCCO2)c2ccncc2)cc1 (stereo not drawn),1,-4,2.5,-12,-11,i,-1,4,-0.4
Cc1ccc(N2C(=O)/C(=C/c3ccco3)SC2=S)cc1,-1,-6,-1.1,-11,12,i,24,5,-0.1
FC(F)(F)Oc1ccccc1C(c1nnnn1-c1ccc2c(c1)OCCO2)N1CCN(C/C=C/c2ccccc2)CC1 (stereo not drawn),2,-2,-0.5,7,0,i,3,30,-0.7
Cc1cc(C(=O)N/N=C/c2cccnc2)c(C)o1,-3,1,-0.1,2,2,i,3,-4,0.0
CCN(CC)Cc1c(C(=O)N/N=C/c2cccs2)nnn1-c1nonc1N,3,-7,1.4,1,-4,i,5,2,-0.9
COc1ccccc1C(=O)NNC(=O)c1ccc(C)cc1,-2,-2,-0.3,-4,0,i,-4,-1,0.0
COc1ccc(C(=O)Nc2ccc(NC(=O)c3ccccc3F)cn2)cc1,3,-6,0.6,5,0,i,2,-2,-0.6
CC1Sc2ccc(C(=O)Nc3cc(S(C)(=O)=O)ccc3Cl)cc2NC1=O (stereo not drawn),1,-1,-0.6,2,-1,i,-2,-8,-0.1
O=C(Nc1ccccc1)c1ccc2nc(-c3ccco3)c(-c3ccco3)nc2c1,5,3,0.0,-11,3,i,68,17,0.3
N#C/C(=C\c1ccc(OC(=O)c2ccc(Cl)s2)cc1)c1nc2ccccc2[nH]1,0,-4,0.7,-8,16,i,4,-5,0.0
Clc1cccc(-c2nc(NCC3CCCO3)c3ccccc3n2)c1 (stereo not drawn),-1,-1,0.1,1,10,i,-1,32,-0.2
O=C(NC1CCCCCC1)c1ccc2nc3cc(Cl)ccc3c(=O)n2c1,0,-4,-0.6,9,-6,·,0,1,-0.5
COc1ccc(/C(O)=C2/C(=O)C(=O)N(CC3CCCO3)C2c2ccc(O)c(OC)c2)cc1 (stereo not drawn),3,-2,2.0,-4,17,i,-3,-3,0.2
CC(OC(=O)C1CCN(S(=O)(=O)c2ccc(Cl)cc2)CC1)C(=O)N1CCc2ccccc21 (stereo not drawn),0,0,0.2,0,2,i,-9,33,-0.1
Clc1cccc(CNc2ccn3nc(-c4cccc(Cl)c4)cc3n2)c1,-3,-6,0.7,0,4,·,3,38,-0.4
CCn1c(SCC(=O)N2CCCC(C)C2)nc2c1c(=O)n(C)c(=O)n2C (stereo not drawn),1,-2,-0.5,0,1,i,4,-3,-0.7
CN(C(=O)COC(=O)c1ccc(Cl)c(S(=O)(=O)N2CCCCCC2)c1)C1CCS(=O)(=O)C1 (stereo not drawn),-1,-4,-0.8,-4,-4,i,-2,-3,-0.3
Oc1ccc(C[C@H]2CN([C@@H](Cc3cccc(O)c3)CN3CCC[C@@H]3CN3C(=S)NC[C@@H]3Cc3ccccc3)C(=S)N2CC2CCCCC2)cc1,5,-3,0.6,10,13,i,2,-81,0.2
CCC(Sc1nc(=O)cc(N)n1-c1ccccc1)C(=O)Nc1cc(C)on1 (stereo not drawn),-3,-8,-0.3,-7,18,i,-5,-5,-0.9
COc1cccc(OC)c1C(=O)OCC(=O)N(c1ccccc1)C1CCCCC1,0,-8,1.9,8,8,i,6,23,-0.6
COc1ccc(C(=O)N=c2sc3ccccc3n2C)cc1,-6,-11,2.1,6,7,i,-2,12,-1.2
COc1cc(N=c2ssnc2Cl)c(OC)cc1Cl,-4&-3,-4&-2,1.2&1.7,1&2,16&16,i,-5&0,-12&-2,-0.2&-0.4

# In another format: entries from further up.
# Second line of a record: Rin1-Abl PPI inh | MsrA act | MsrA inhibitor | E coli Lon inh | MLLE-PAM2 inh | Neddylation inh | CSN inh | FAS-TE inh | TbMetRS inhib
- CC1Sc2ccc(C(=O)Nc3cc(S(C)(=O)=O)ccc3Cl)cc2NC1=O (stereo not drawn)
→ 1 | -1 | -0.6 | 2 | -1 | i | -2 | -8 | -0.1
- O=C(Nc1ccccc1)c1ccc2nc(-c3ccco3)c(-c3ccco3)nc2c1
→ 5 | 3 | 0.0 | -11 | 3 | i | 68 | 17 | 0.3
- N#C/C(=C\c1ccc(OC(=O)c2ccc(Cl)s2)cc1)c1nc2ccccc2[nH]1
→ 0 | -4 | 0.7 | -8 | 16 | i | 4 | -5 | 0.0
- Clc1cccc(-c2nc(NCC3CCCO3)c3ccccc3n2)c1 (stereo not drawn)
→ -1 | -1 | 0.1 | 1 | 10 | i | -1 | 32 | -0.2
- O=C(NC1CCCCCC1)c1ccc2nc3cc(Cl)ccc3c(=O)n2c1
→ 0 | -4 | -0.6 | 9 | -6 | · | 0 | 1 | -0.5
- COc1ccc(/C(O)=C2/C(=O)C(=O)N(CC3CCCO3)C2c2ccc(O)c(OC)c2)cc1 (stereo not drawn)
→ 3 | -2 | 2.0 | -4 | 17 | i | -3 | -3 | 0.2
- CC(OC(=O)C1CCN(S(=O)(=O)c2ccc(Cl)cc2)CC1)C(=O)N1CCc2ccccc21 (stereo not drawn)
→ 0 | 0 | 0.2 | 0 | 2 | i | -9 | 33 | -0.1
- Clc1cccc(CNc2ccn3nc(-c4cccc(Cl)c4)cc3n2)c1
→ -3 | -6 | 0.7 | 0 | 4 | · | 3 | 38 | -0.4
- CCn1c(SCC(=O)N2CCCC(C)C2)nc2c1c(=O)n(C)c(=O)n2C (stereo not drawn)
→ 1 | -2 | -0.5 | 0 | 1 | i | 4 | -3 | -0.7
- CN(C(=O)COC(=O)c1ccc(Cl)c(S(=O)(=O)N2CCCCCC2)c1)C1CCS(=O)(=O)C1 (stereo not drawn)
→ -1 | -4 | -0.8 | -4 | -4 | i | -2 | -3 | -0.3
- Oc1ccc(C[C@H]2CN([C@@H](Cc3cccc(O)c3)CN3CCC[C@@H]3CN3C(=S)NC[C@@H]3Cc3ccccc3)C(=S)N2CC2CCCCC2)cc1
→ 5 | -3 | 0.6 | 10 | 13 | i | 2 | -81 | 0.2

# Some values from the entries so far.
# Result of COc1ccc(N(C(=O)Cn2nnc(-c3ccc(Cl)cc3)n2)C(C(=O)NCC2CCCO2)c2ccncc2)cc1 (stereo not drawn) under TbMetRS inhib: -0.4
# Result of Cc1ccccc1OCC(=O)NNC(=O)c1ccc(-c2ccccc2)cc1 under Rin1-Abl PPI inh: 1

# The results go on.
SMILES,Rin1-Abl PPI inh,MsrA act,MsrA inhibitor,E coli Lon inh,MLLE-PAM2 inh,Neddylation inh,CSN inh,FAS-TE inh,TbMetRS inhib
CC(=O)c1ccc(OCCCC(=O)Nc2ccc3c(c2)OCCO3)cc1,2,-7,-1.1,6,-19,i,0,1,-0.3
C=CCNC(=O)c1sc(SC)cc1-c1ccc(Cl)cc1,-1,-10,0.1,-3,3,i,2,14,-1.1
O=C(O)CCC(=O)Nc1ccc(Cc2ccc(NC(=O)CCC(=O)O)cc2)cc1,-2,0,0.2,4,-2,i,-3,-5,0.1
COc1ccccc1C(=O)C1CCCN(Cc2ccc3c(c2)OCCO3)C1 (stereo not drawn),4,-2,-0.2,-1,6,i,1,-1,-0.5
COc1ccc(CNc2nnnn2C)cc1,-4,-3,-1.1,2,18,i,-2,-4,0.5
O=C(COC(=O)c1ccc(CO)cc1)Nc1ccc2ccccc2c1,-3,-1,-0.7,-2,-46,i,-5,-6,-0.1
Nc1ccc(Cl)cc1/C(=N/O)c1ccccc1,-2,-5,-0.7,0,7,i,0,-5,-0.6
O=C(CNC(=O)c1ccc(Cl)cc1)c1ccc(Br)cc1,5,-4,-0.3,10,-12,i,-3,0,2.2
CCC1(COC(NC(=O)c2cccnc2)(C(F)(F)F)C(F)(F)F)COC1,5,-3,0.9,-6,-12,i,7,-5,-0.3
Cc1c(C(=O)NCc2ccco2)cccc1[N+](=O)[O-],-1,-14,1.4,-12,-1,i,-8,-8,-1.7
